Source: PubChem BioAssay (Johns Hopkins Ion Channel Center)
Kir21 inh – Kir2.1 (mouse) channel inhibition; actives 0.85% (n = 310,000); B-score at 10 µM; P35561; HEK293-Kir2.1, FluxOR thallium flux fluorescence; hits give low values;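 active means fluorescence ratio B-score at or below minus 3 SD of library scores, with starting-brightness B-score within 2 SD, cut at about -4.2 in these data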;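 further: channel flux triggered by added potassium and thallium sulfate stimulus; B-score of peak minus minimum fluorescence over baseline after thallium stimulus; more negative B-score means stronger Kir2.1 block with less thallium influx; some compounds called inactive have numbers as strong as hits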
KCNQ2 inh – KCNQ2 channel blockers in CHO-K1 cells – cell-based, FluxOR thallium flux, B-score, primary screen (AID 2156). actives 1.1% (n = 310,000). 20 min; hits give low values. B-score at 10 µM. O88943;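 active means fluorescence ratio B-score at most minus 3 library SDs, with starting brightness B-score within 2 library SDs, cut at about -5.5 in these data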
Target sequence (O88943 whole entry, looked up): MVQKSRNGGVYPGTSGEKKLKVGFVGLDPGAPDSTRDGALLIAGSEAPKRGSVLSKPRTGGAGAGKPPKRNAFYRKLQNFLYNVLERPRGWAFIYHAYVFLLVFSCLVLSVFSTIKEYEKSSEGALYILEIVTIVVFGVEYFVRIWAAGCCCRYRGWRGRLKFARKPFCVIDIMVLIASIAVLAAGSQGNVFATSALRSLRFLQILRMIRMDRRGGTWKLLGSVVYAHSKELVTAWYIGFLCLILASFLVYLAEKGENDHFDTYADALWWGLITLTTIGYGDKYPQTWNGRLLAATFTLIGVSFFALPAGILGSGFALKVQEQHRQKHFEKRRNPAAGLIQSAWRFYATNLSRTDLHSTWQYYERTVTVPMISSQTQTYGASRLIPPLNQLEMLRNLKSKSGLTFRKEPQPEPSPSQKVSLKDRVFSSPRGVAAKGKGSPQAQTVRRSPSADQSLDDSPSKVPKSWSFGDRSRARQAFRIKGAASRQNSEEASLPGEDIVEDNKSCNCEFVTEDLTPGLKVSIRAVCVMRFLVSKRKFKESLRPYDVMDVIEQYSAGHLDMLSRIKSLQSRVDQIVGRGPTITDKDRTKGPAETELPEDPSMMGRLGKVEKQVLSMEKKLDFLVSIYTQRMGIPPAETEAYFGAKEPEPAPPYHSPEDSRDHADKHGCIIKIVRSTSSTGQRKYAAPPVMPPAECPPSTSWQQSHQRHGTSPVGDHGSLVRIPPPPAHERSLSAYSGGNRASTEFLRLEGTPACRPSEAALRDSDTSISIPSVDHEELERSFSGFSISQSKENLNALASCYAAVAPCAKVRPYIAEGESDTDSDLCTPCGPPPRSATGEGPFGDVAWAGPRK
* hit, by the source's call; i = inactive.

SMILES	Kir21 inh	KCNQ2 inh
CCN(CC)c1ccc(NC(=O)COC(=O)/C=C/c2nc3ccccc3s2)cc1	1.58	i
C/C(CC(=O)Nc1ccc(OCc2ccccc2)cc1)=N\NC(=O)C(=O)Nc1ccc(C)c(Cl)c1	1.77	i
CC1CCN(S(=O)(=O)c2ccc3c(c2)oc(=O)n3C)CC1	0.29	i
COCCN1CCN(C(=O)c2cc(COc3cncc(Cl)c3)on2)CC1	-0.41	i
O=C1CCN(Cc2cccnc2)CCN1[C@H](CO)c1ccccc1	-0.31	i
O=C(CC1NCCNC1=O)Nc1ccc(Oc2ccccc2)cc1 (stereo not drawn)	0.01	i
O=C(O)c1cccnc1Sc1ncnc2sc3c(c12)CCC3	-0.87	i
CCNS(=O)(=O)c1ccc(NC(=O)Nc2cc(C)ccc2OC)cc1	2.36	i
COc1ccc(S(=O)(=O)NCC2CCCN(C(=O)CC3CCCC3)C2)cc1 (stereo not drawn)	0.2	i
CN(C)CCOCCSc1ccc(Cl)cc1	-0.58	i
NNC(=O)CC12CC3CC(C1)CC(n1ncnn1)(C3)C2	-3.15	i
CCN(Cc1ccccc1)S(=O)(=O)c1c(C)[nH]c(C)c1C(=O)N1CCCCC1	2.56	i
Cn1c(=O)c2c3c(sc2n2c(SCC(N)=O)nnc12)CC(C(C)(C)C)CC3 (stereo not drawn)	1.05	i
O=C1C=CCC(/C=C/c2ccccc2)O1 (stereo not drawn)	0.1	i
COc1ccc(C(c2sc3nc(C)nn3c2O)N2CCc3ccccc3C2)cc1 (stereo not drawn)	0.03	i
O=C(COC(=O)c1ccc2c(c1)OCCO2)NCc1ccccc1	-0.32	i
COCCCn1c(C(=O)N2CCOCC2)cc2c(=O)n3ccccc3nc21	2.54	i
O=C(Nc1ccc(N2CCOCC2)c(Cl)c1)c1ccc(-n2cnnc2)cc1	-1.87	i
Cc1cc(=O)[nH]c(N/N=C/c2ccc(-c3ccc(F)cc3)o2)n1	0.01	i
CCOC(=O)c1cccc(NS(=O)(=O)c2c(C)[nH]c(=O)[nH]c2=O)c1	1.19	i
O=C(Nc1cnccn1)c1cccs1	-0.19	i
Cc1c(C(=O)NC(=S)Nc2cccnc2)cccc1[N+](=O)[O-]	1.56	i
CCC1(CC)NC(=O)N(CC(=O)NCc2ccc3c(c2)OCO3)C1=O	-1.28	i
CS(=O)(=O)N1CCc2cc(C(=O)OCC(=O)c3ccccc3)ccc21	1.57	i
COc1ccccc1OCCCc1c(C)n[nH]c1C	-0.24	i
COc1ccccc1N1CCN(Cc2c[nH]c3ccccc23)CC1	-0.61	i
CC(C)(C)NC(=O)COC(=O)C1c2ccccc2Oc2ccccc21	-1.71	-5.65*
CC(=O)Nc1ccc(NC(=O)/C(=C/c2ccco2)NC(=O)c2ccccc2)cc1	0.4	i
Oc1ccc2ccccc2c1/C=N/c1nccs1	-0.02	i
O=C(NCc1ccc(F)cc1)c1cccc(NC2=NC3CS(=O)(=O)CC3S2)c1 (stereo not drawn)	-1.62	i
Cc1nnc(N2CCC(C(=O)NC3CCC(C)CC3)CC2)c2nn(-c3ccc(Cl)cc3)c(C)c12 (stereo not drawn)	0	i
O=C(Nc1ccc(OC(F)(F)F)cc1)C1CCCN(S(=O)(=O)c2cnc[nH]2)C1 (stereo not drawn)	-0.37	i
COc1cc(NS(=O)(=O)c2ccc3c(c2)oc(=O)n3C)cc(OC)c1OC	-1.2	i
O=C(NC1CC1)C1CCN(c2ccc(S(=O)(=O)N3CCOCC3)cc2)CC1	-0.19	i
CC(C)CC(OC(=O)CC1Sc2ccccc2NC1=O)C(=O)NC1CCCC1 (stereo not drawn)	1.78	i
CSc1ccccc1NC(=O)CN(C)C(=O)c1cccc(S(=O)(=O)N(C)C)c1	0.74	i
O=C(N/N=C\c1ccc(-c2ccccc2[N+](=O)[O-])o1)C1COc2cc3ccccc3cc2O1 (stereo not drawn)	-1.54	i
O=C(CN1CCN(Cc2ccccc2)CC1)N=Nc1c(O)[nH]c2ccccc12	-0.26	i
CCCOc1ccc(C(C)=O)cc1Cc1c(O)nc(SC)[nH]c1=O	0.13	i
O=C(Nc1ccc(N2CCCC2)cc1)c1ccc2ccccc2c1	1.17	i
CC(C)CN1C(=O)NC(NC(=O)c2ccco2)(C(F)(F)F)C1=O (stereo not drawn)	-0.82	i
O=C1C2C3CCC(C3)C2C(=O)N1c1ccc2ccccc2c1 (stereo not drawn)	0.14	i
CCCCSc1nnc(CCC)n1N	-0.1	i
COc1ccc(NS(=O)(=O)c2cccc(Cl)c2Cl)cc1S(=O)(=O)N1CCCCC1	-0.6	i
O=C(Nc1ccc(S(=O)(=O)N2CCCCC2)cc1)c1ccncc1	0.88	i
Cc1cc(C(F)(F)F)nc(NCc2ccc(F)cc2)n1	0.39	i
CCOC(=O)/C=C/C(=O)Nc1ccc(S(=O)(=O)N(C)c2ccccc2)cc1	1.11	i
O=C(CC1C(=O)NCCN1Cc1ccccc1C(F)(F)F)NC1CCCCC1 (stereo not drawn)	0.01	i
CCOC(=O)CSC1=C(C#N)C(c2ccccc2F)C(C(C)=O)=C(C)N1 (stereo not drawn)	-0.01	i
COc1ccc(-n2ccnc2)cc1	0.46	i
CCOC(=O)N1CCN(C(=O)/C=C/c2cccc([N+](=O)[O-])c2)CC1	0.17	i
O=C(CNC(=O)C1CCCCC1)OCC(=O)c1ccc(Br)cc1	-0.41	i
O=C(CCNS(=O)(=O)c1ccccc1)OCC(=O)c1ccc(Cl)cc1	-1.22	i
O=S(=O)(Nc1ccccc1O)c1cccc2cccnc12	0	i
COC(=O)CN1C(=S)N(c2ccc(Cl)cc2)C(=O)C1CC(=O)Nc1ccc(F)cc1 (stereo not drawn)	-0.74	i
COC(=O)CN(c1ccccc1F)S(=O)(=O)c1ccccc1	-0.2	i
O=C(Nc1ccc(Br)cc1)c1ccc(N2C(=O)C3CC=C(Cl)CC3C2=O)cc1 (stereo not drawn)	-0.93	i
CN(C)S(=O)(=O)c1cccc(NC(=O)CNCc2ccccn2)c1	0.07	i
O=C(C1CCCN(CCCc2ccccc2)C1)N1CCCCCC1 (stereo not drawn)	1.33	i
O=C(NC1CCCC1)C(c1ccncc1)N(C(=O)c1csnn1)c1ccccc1 (stereo not drawn)	-0.07	i
More results follow:
SMILES	Kir21 inh	KCNQ2 inh
Cc1ccc(NC(=O)CCNS(=O)(=O)c2ccccc2)cc1S(=O)(=O)N1CCOCC1	0.87	i
COc1ccc(CCNC(=O)C(=O)c2c(C)n(C)c3ccccc23)cc1OC	0.17	i
Cc1ccc(C)c(N2CCN(S(=O)(=O)c3ccc4c(c3)NC(=O)CC(=O)N4)CC2)c1	0.01	i
Cc1ccc(-n2ncc(C#N)c2/N=C/N2CCOCC2)cc1	0.79	i
COc1cc(O)cc2c1[C@@H]1Oc3c(ccc(O)c3CC=C(C)C)[C@@H]1CO2	-5.15*	-6.46*
COCCN(C(=O)Cn1nnc2ccccc21)C(C(=O)NC1CCCC1)c1cc(OC)ccc1OC (stereo not drawn)	0.87	i
CC1=C(C(N)=O)C(c2ccccc2F)NC(=O)N1 (stereo not drawn)	1.83	i
COCCN(C(=S)Nc1ccc(OC)cc1)C1CCN(C(C)C)CC1	2.15	i
CCC(=O)C1=C(O)C(c2cccc(Oc3ccccc3)c2)CCC1=O (stereo not drawn)	1.33	i
Cc1cccc(NC(=O)c2ccc(C)c(S(=O)(=O)N3CCCCC3)c2)n1	-0.69	i
COc1ccc(OC)c(CNc2ncc(-c3ccc(F)cc3)n2C)c1	0.07	i
CC(C)[C@H](CO)Nc1nc(NCc2ccc(S(N)(=O)=O)cc2)c2ncn(C(C)C)c2n1	-1.03	i
Cc1cc(C(=O)NN=C2CCCCCC2)c(C)o1	1.04	i
c1coc(CNC2C3CC4CC(C3)CC2C4)c1 (stereo not drawn)	-0.04	i
Cc1cc(/C=C(\C#N)C(=O)O)c(C)n1-c1ccc(Br)cc1	0.16	i
CC(=O)Nc1ccccc1-c1nc2ccccc2nc1OCC(=O)c1ccc2ccccc2c1	-1.21	i
CC(=O)N1CCN(c2ccc(NC(=S)NC(=O)c3ccc(C)c([N+](=O)[O-])c3)cc2)CC1	1.06	i
CCc1ccc2c(Cl)c(C(=O)N/N=C/c3c[nH]c4ccccc34)sc2c1	0.38	i
CCOc1ccc2[nH]c(=O)c(CN(Cc3ccc(F)cc3)C(=O)N3CCCC3)cc2c1	-0.83	i
Cc1ccccc1Nc1nc(Cl)c(C=O)s1	-1.26	i
CC1(c2ccc(NC(=O)c3ccccc3F)cc2)CC1(Cl)Cl (stereo not drawn)	0.01	i
CC(O)CCc1nc2ccc(C(=O)O)cc2[nH]1 (stereo not drawn)	0.93	i
Cc1cc(N2CCN(C)CC2)ccc1NC(=O)c1cccc(S(=O)(=O)N2CCc3ccccc3C2)c1	-1.06	i
Cc1nnc(SCC(=O)Nc2nccs2)s1	1.66	i
O=C(COc1ccccc1Cl)Nc1cc(Cl)ccc1O	1.33	i
CCOC(=O)CSc1nnc(C)c(=O)[nH]1	-1.71	i
Fc1ccc(NC(=S)N2CCSC2c2cccs2)cc1 (stereo not drawn)	-0.52	i
COc1ccc(N(CC(=O)NCCSC2CCCCC2)S(C)(=O)=O)c(OC)c1	2.22	i
COc1ccc(N(CC(=O)NCc2ccc(F)cc2)C(=O)CCC(=O)Nc2ccccn2)cc1	0.08	i
C=CCNc1sc(C(=O)c2ccccc2)c(N)c1-c1nc2ccccc2s1	0.77	i
COc1cscc1C(=O)O	-0.77	i
COc1ccc(N2C(=O)NC(NC(=O)c3cccnc3)(C(F)(F)F)C2=O)cc1 (stereo not drawn)	1.02	i
O=[N+]([O-])c1ccc(N2CCN(S(=O)(=O)c3cnc[nH]3)CC2)cc1	1.24	i
CCCn1c(C(C)Nc2nc(-c3ccc(Cl)c([N+](=O)[O-])c3)cs2)nc2ccccc21 (stereo not drawn)	-0.57	i
O=C(c1ccc(F)cc1)N1CCN=C1c1ccccc1	-1.42	i
COc1ccc(C2=NOC(C(=O)N3CCCCCC3)C2)cc1OC (stereo not drawn)	0.06	i
Cc1cc2c(c(=O)n1Cc1ccco1)C(c1cccnc1)C(C#N)=C(N)O2 (stereo not drawn)	0.02	i
CC[N+](CC)(CCCCS(=O)(=O)[O-])CCNP1(=O)C=C(c2ccccc2)OC(c2ccccc2)=C1	-2	i
CCNC(=S)N1CCC(NC(=O)c2ccco2)CC1	0.67	i
CC(=O)Nc1cccc(C(=O)N(Cc2ccccc2)Cc2ccccc2)c1	-1.39	i
c1ccc(-c2csc(Nc3cccnc3)n2)cc1	-0.58	i
CCC(C)[C@H](NC(=O)NCc1ccccc1)C(=O)O (stereo partly drawn)	1.97	i
COc1ccc(N2C(=O)C3C4c5ccccc5C(C=Nc5ccc(C)cc5C)(c5ccccc54)C3C2=O)cc1 (stereo not drawn)	2.46	i
CCOC(=O)c1cc(C#N)c(N2CCOCC2)nc1-c1ccccc1	1.25	i
COc1cc(C(=O)NC(C(=O)Nc2cccc(C(C)=O)c2)C(C)C)cc(OC)c1OC (stereo not drawn)	0.75	i
Cc1ccccc1C(=O)Nc1cccc(C(=O)N/N=C/c2ccc3c(c2)OCO3)c1	-0.65	i
COc1ccc(/C(N)=N/OC(=O)N2CCOCC2)cc1	2.03	i
Cc1ccsc1C(=O)NNC(=O)CCN1CCN(c2ccccc2)CC1	1.43	i
Cn1c2ccccc2c2cnn(CC(=O)Nc3ccc(Cl)cc3)c(=O)c21	3.06	i
Cc1ccc(C)n1-c1ccc(C(=O)NCc2cccnc2)cc1	-0.03	i
Nn1c(-c2cccs2)nc2sc3c(c2c1=O)CCCC3	2.02	i
COc1ccc(-c2nc(NC(=O)CSc3nnc4ccccn34)ns2)cc1	0.16	i
Oc1ccc(N=Nc2c(O)ccc3ccccc23)cc1	-0.75	i
Cc1ccc(NC(=O)c2ccc3c(c2)CCN3S(C)(=O)=O)c(C)c1	-0.6	i
Cc1ccc(CN2[C@@H](c3ccccc3)COCCS2(=O)=O)cc1	-2.18	i
COc1ccc(CNC(=O)c2c(O)c3cccc4c3n(c2=O)CCC4)cc1	-0.03	i
CCOC(=O)C1CN(S(=O)(=O)c2cccc(C(F)(F)F)c2)c2cc(CC(=O)OC)ccc2O1 (stereo not drawn)	1.12	i

Gathered by group, those above with a Cl atom.
SMILES	Kir21 inh	KCNQ2 inh
C/C(CC(=O)Nc1ccc(OCc2ccccc2)cc1)=N\NC(=O)C(=O)Nc1ccc(C)c(Cl)c1	1.77	i
COCCN1CCN(C(=O)c2cc(COc3cncc(Cl)c3)on2)CC1	-0.41	i
CN(C)CCOCCSc1ccc(Cl)cc1	-0.58	i
O=C(Nc1ccc(N2CCOCC2)c(Cl)c1)c1ccc(-n2cnnc2)cc1	-1.87	i
Cc1nnc(N2CCC(C(=O)NC3CCC(C)CC3)CC2)c2nn(-c3ccc(Cl)cc3)c(C)c12 (stereo not drawn)	0	i
COc1ccc(NS(=O)(=O)c2cccc(Cl)c2Cl)cc1S(=O)(=O)N1CCCCC1	-0.6	i
O=C(CCNS(=O)(=O)c1ccccc1)OCC(=O)c1ccc(Cl)cc1	-1.22	i
COC(=O)CN1C(=S)N(c2ccc(Cl)cc2)C(=O)C1CC(=O)Nc1ccc(F)cc1 (stereo not drawn)	-0.74	i
O=C(Nc1ccc(Br)cc1)c1ccc(N2C(=O)C3CC=C(Cl)CC3C2=O)cc1 (stereo not drawn)	-0.93	i
CCc1ccc2c(Cl)c(C(=O)N/N=C/c3c[nH]c4ccccc34)sc2c1	0.38	i
Cc1ccccc1Nc1nc(Cl)c(C=O)s1	-1.26	i
CC1(c2ccc(NC(=O)c3ccccc3F)cc2)CC1(Cl)Cl (stereo not drawn)	0.01	i
O=C(COc1ccccc1Cl)Nc1cc(Cl)ccc1O	1.33	i
CCCn1c(C(C)Nc2nc(-c3ccc(Cl)c([N+](=O)[O-])c3)cs2)nc2ccccc21 (stereo not drawn)	-0.57	i
Cn1c2ccccc2c2cnn(CC(=O)Nc3ccc(Cl)cc3)c(=O)c21	3.06	i
